High-throughput results (PubChem BioAssay)
KB-3-1 tox = qHTS assay for MDR1-selective chemotherapeutics: Primary screen using the parental adenocarcinoma cell KB-3-1 | actives 1.4% (n = 400,000) | Potency, µM (highest dose often 46.1 µM), without a hit: at the top dose activity change, negative = cytotoxic, most hits filed as cytotoxic | KB-3-1 viability, CellTiter-Glo ATP luminescence, 72 h | AID 1347075, 2019; also: nearly all actives have a fitted effect of over 60% in size
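Screening of KB-3-1 cells (DMEM, 10% FBS, phenol-red free) ran from lowest to highest compound concentration; after 72 h at 37 °C viability was read luminescently and curves fitted.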
KB-V1 cytotox = qHTS assay for MDR1-selective chemotherapeutics: Primary screen using the drug-selected MDR subline cells KB-V1; Potency, µM (highest dose often 46.1 µM), for inactives: at the highest dose activity change, negative = cytotoxicity, usual class: cytotoxic; actives 3.4% (n = 400,000); KB-V1 MDR cells viability, CellTiter-Glo, 72 h; also: nearly all actives have a fitted effect of over 60% in size
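In this primary screen, KB-V1 cells overexpressing P-gp are incubated with library compounds (lowest to highest concentration) for 72 h at 37 degrees C before a luminescent ATP viability read.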
* = called active by the depositor; ? = inconclusive; & = joins results of further samples. Calls follow the shape of the dose curve; as a rule, active = well fitted cell-killing curve with a large enough effect; inconclusive = small, poorly fitted or top-dose-only effect, or effect the other way; inactive = flat fitted curve, though single readings scatter. % is scaled to controls: 0 for no effect and ±100 for the full control effect; potency is read from the fitted curve at half-maximal effect. Not all compounds are listed; the hit share may differ from the screen's.

cpd	SMILES	KB-3-1 tox	KB-V1 cytotox
1	O=Cc1cccc(C=O)c1	6.3%	8.5%
2	O=[N+]([O-])c1ccccc1S(=O)(=O)N1CCN(c2nc(-c3cccs3)nc3ccccc23)CC1	18.0%	-14.3%
3	CC(C)(C)NC(=O)Nc1nnc(-c2ccncc2)s1	?	1.5%
4	O=C(/C=C/c1ccc(C(F)(F)F)cc1)OC(C(=O)NC1CC1)c1ccccc1 (configuration not stated)	9.6%	0.0%
5	C(=C\c1c[nH]c2ccccc12)/c1ccc2ccccc2n1	0.0%	11.7%
6	Cn1nnc2c(NCc3ccco3)ncnc21	3.3%	-12.7%
7	CSc1nc(=O)[nH]c2nc[nH]c12	-3.4%	-0.6%
8	CNC(=O)c1cnn2c(C)cc(C)nc12	-3.1%	-7.9%
9	CCCSc1ncc(Cl)c(C(=O)Nc2sc3c(c2C(=O)NCCCOC)CCCC3)n1	?	-0.7%
10	CN(N=O)c1ccc(/C=C/c2ccnc3ccccc23)cc1	-6.3%	5.0%
11	CCOc1nc(C#N)nc(N2CCOCC2)n1	6.6%	0.5%
12	CN(N=O)c1ccc(C=C2c3ccccc3-c3ccccc32)cc1	7.8%	3.8%
13	CCCCCCCCCCC(C)(C)C(=O)Nc1c(OC)cc(OC)cc1OC	?	?
14	Cc1ccc2c(c1)C/C(=C/c1ccc(N(C)C)cc1)C2=O	0.0%	0.0%
15	S=C(NCCCCN(Cc1ccc(Cl)cc1)c1ccc(Br)cn1)NCCCc1cnc[nH]1	?	-20.1%&-1.3%
16	COc1ccc(C2Nc3ccccc3C(=O)N2c2cccc3ccccc23)cc1COc1c(C)cccc1C (configuration not stated)	13µM*	0.0%
17	Cc1ccc(S(=O)(=O)N2CCN(c3nc(-c4ccc(CN5CCOCC5)s4)nc4ccccc34)CC2)cc1	53.8%	?
18	COc1ccc(C2Nc3ccccc3C(=O)N2Cc2ccco2)cc1OC (configuration not stated)	?	0.0%
19	COc1ccc(/C=C/c2cc[n+](C)c3ccccc23)cc1OC	?	?
20	Cc1cc2ccccc2cn1	4.3%	3.1%

Remaining list, next part
cpd	SMILES	KB-3-1 tox	KB-V1 cytotox
21	Cc1cc(OCC(=O)Nc2cccc(-c3nc4ccccc4o3)c2C)cc(C)c1Cl	?	6.0%
22	COc1ccc2[nH]c(C)c(C(=O)CN(C)CC(OC)OC)c2c1	-4.5%	-7.5%
23	CN(C)c1ccc(/C=C/c2ccc3cc(F)ccc3n2)cc1	-25.3%	-11.3%
24	COc1ccc(C2Nc3ccccc3C(=O)N2Cc2ccccc2)cc1COc1ccccc1F (configuration not stated)	1.7%	18.1%
25	CN(C)c1ccc(/C=C/c2c[n+](C)cc3ccccc23)cc1	0.461µM*	-10.4%
26	CC(=O)ON(C(C)=O)c1ccc(/C=C2/C=Cc3ccccc32)cc1	-10.4%	-6.9%
27	O=[N+]([O-])c1ccc(S(=O)(=O)N2CCN(c3nc(-c4ccccc4)nc4ccccc34)CC2)cc1	29.8%	0.0%
28	O=C1NCc2c1c1c3ccccc3[nH]c1c1[nH]c3ccccc3c21	?	0.0%
29	O=C(C[n+]1csc2ccccc21)c1ccc(I)cc1	-6.8%	-13.5%
30	CC(C)CN(CC(C)C)c1ccc(/C=C/c2ccnc3ccccc23)cc1	5.9%	-3.9%
31	CSc1n[nH]c(-c2ccco2)n1	-2.5%	-8.8%
32	c1cc2c3c(c1)CCCN3CCC2	4.4%	1.7%
33	Cc1ccc2c(c1)CCC2=O	-10.6%	-1.2%
34	COC(=O)C1N2C(=O)N(C)[C@H](C(=O)OC)[C@H]2SC1(C)C (some centres not stated)	-0.7%	6.0%
35	CN(C)c1ccc(C=O)c(Cl)c1	6.2%	5.4%
36	C/C=C(\C)NNC(=O)Cc1ccc(OC)cc1	9.0%	0.0%
37	CC[N+]1(CC(=O)c2ccc(Cl)cc2)CCCCC1	12.9%	8.1%
38	CC(=O)Nc1ccc(/C=C/c2ccnc3ccccc23)cc1	11.0%	14.0%
39	O=C(Nc1ccccc1)c1nc(S(=O)(=O)Cc2ccccc2F)ncc1Cl	-15.2%	2.4%
40	O=C(Cc1ccc(OCC2CCCCC2)cc1)NO	?	?

Compounds 39 to 40, quoted:
cpd	SMILES	KB-3-1 tox	KB-V1 cytotox
39	O=C(Nc1ccccc1)c1nc(S(=O)(=O)Cc2ccccc2F)ncc1Cl	-15.2%	2.4%
40	O=C(Cc1ccc(OCC2CCCCC2)cc1)NO	?	?

The listing continues.
cpd	SMILES	KB-3-1 tox	KB-V1 cytotox
41	COc1ccc(-c2ccc3ncnc(NCCc4cnc[nH]4)c3c2)cc1OC	?	16.4%
42	CC1(C)S[C@@H]2[C@H](NC(=O)COc3ccccc3)C(=O)N2[C@@H]1C(=O)OCc1cccc2cccnc12	11.1%	-5.6%
43	COc1ccc(N=c2nc(-c3ccccc3)n(-c3ccc(C)cc3)s2)cc1	?	-21.9%
44	Nc1cccc(B(O)O)c1	0.0%	?
45	CCCCCCCNc1ccc(/C=C/c2ccnc3ccccc23)cc1	?	-14.4%
46	CC(=O)c1ccc[n+](CC(=O)c2ccc(F)cc2)c1	3.9%	6.2%
47	O=C(Nc1ccccc1)Nc1nnc(-c2ccncc2)s1	18.4µM*	?
48	CCCCNC(=O)c1ccc2nc(-c3cccs3)c(-c3cccs3)nc2c1	1.1%	0.4%
49	CCc1ccc(NC(=O)c2cnn3c(C)cc(C)nc23)cc1	18.4%	?
50	CC1(C)CC(=O)c2cc(C(=O)NCCc3ccccc3)c(=O)[nH]c2C1	?	22.7%
51	Cc1ccc(NC(=O)c2nc(S(=O)(=O)Cc3ccccc3F)ncc2Cl)cc1C	?	?
52	O=C(NC1CCCCC1)c1cnn2c1NC(=C1CC1)C=C2C(F)F	0.0%	7.1%
53	CN(C)c1ccc(CCC2C=Cc3ccccc32)cc1 (configuration not stated)	-3.8%	-5.7%
54	Cc1nc([N+](=O)[O-])cn1CC(O)c1ccc2c(c1)OCO2 (configuration not stated)	0.0%	-17.0%
55	NC(=O)Nc1ccc(/C=C2\C=Cc3ccccc32)cc1	?	-24.2%
56	O=C(Nc1c(Cl)cc([N+](=O)[O-])cc1Cl)c1cc(Cl)cc(Cl)c1O	18.4µM*	?
57	CCOC(=O)c1ccccc1OCc1cc(C2Nc3ccccc3C(=O)N2c2cccc3ccccc23)ccc1OC (configuration not stated)	?	26.0%
58	CCCCCCn1c(SCC#N)nc2ccccc2c1=O	0.0%	-10.4%
59	CC(=O)NC1=C(C#N)CCC1	?	0.0%
60	COC(=O)/C=C/c1cc(F)ccc1S(=O)(=O)Nc1ccccc1	-20.8%	?

Additional compounds:
cpd	SMILES	KB-3-1 tox	KB-V1 cytotox
61	c1ccc(Cn2nnnc2C(c2ccccc2)N2CCN(Cc3ccncc3)CC2)cc1 (configuration not stated)	0.0%	21.4%
62	CC(=O)OCON[N+]([O-])=NC(C)C	0.0%	-0.5%
63	CC(=O)Oc1ccc2cc(-c3nc4c(s3)CCc3ccccc3-4)c(=O)oc2c1	?	0.0%
64	C=C1C=C(C)n2ncc(C(=O)NCCCCCC)c2N1	?	0.0%
65	CC(=O)Nc1ccc(/C=C/C(=O)c2ccc(-n3nncc3-c3ccccc3)cc2)cc1	-2.3%	-8.7%
66	C(=Nc1cnc2ccccc2c1)c1cccnc1	0.0%	0.0%
67	CSc1ccc(/C=C2\C=C(C(O)c3ccc(SC)cc3)c3ccccc32)cc1 (configuration not stated)	16.4µM*	?
68	Nc1cc(=O)[nH]c2c1CCC2	?	2.2%
69	CCn1c(SCC(=O)NCc2ccco2)nnc1-c1cccc(N(C)C)c1	11.7%	9.5%
70	CCOc1n[nH]c(-c2ccccc2)n1	47.7%	?
71	C=C1C=C(C(F)F)n2ncc(C(=O)NCc3ccc(OC)cc3)c2N1	0.0%	0.0%
72	Cc1ccc(-c2nnc(SCCC(=O)Nc3ccccc3)n2C)cc1	-2.7%	-1.5%
73	CC(=O)c1cccc(-c2csc3ncnc(Sc4nnnn4C)c23)c1	-9.4%	-0.4%
74	CCOC(=O)c1cc(OCc2csc(-c3ccccc3)n2)cc(C(=O)OCC)c1	0.0%	0.0%
75	C(=C\c1cccs1)/c1ccccn1	?	-6.7%
76	N#CN=c1snc(-c2ccccc2Cl)n1-c1ccccc1Cl	13.2%	27.8%
77	O=C(Nc1ccc(Br)cc1F)c1cnn2c1NC(=C1CC1)C=C2C(F)F	0.0%	12.2%
78	Cc1ccc(C(=O)NCC(=O)OCC(=O)c2ccc3ccccc3c2)cc1	-12.8%	-9.6%
79	O=C(O)c1ccc(B(O)O)cc1	5.3%	?
80	CN(Cc1ccccc1)c1ccc(/C=C/c2nc3ccccc3s2)cc1	7.31µM*	8.3%

Full records from above. Order of screens: KB-3-1 tox | KB-V1 cytotox
CN(Cc1ccccc1)c1ccc(/C=C/c2nc3ccccc3s2)cc1 as listed: 7.31µM* | 8.3%
CCOc1n[nH]c(-c2ccccc2)n1 as listed: 47.7% | ?
CC(=O)Nc1ccc(/C=C/C(=O)c2ccc(-n3nncc3-c3ccccc3)cc2)cc1 as listed: -2.3% | -8.7%

Later entries:
cpd	SMILES	KB-3-1 tox	KB-V1 cytotox
81	Clc1cccc(Nc2nnc(-c3ccccc3)c3ccccc23)c1	?	0.0%
82	CS(=O)(=O)c1ccc(C(=O)OCC(=O)N2CCOCC2)cc1[N+](=O)[O-]	-2.2%	14.5%
83	CC(=O)N/C(=C/c1ccccc1)c1ccncc1	-6.4%	-5.2%
84	COc1ccc(OC)c2c(/C=C/c3ccc(N(C)C)cc3)ccnc12	0.0%	4.2%
85	CCN(CC)c1ccccc1/C=C/[n+]1ccc(CCCCI)c2ccccc21	3.66µM*	?
86	NNC(=O)c1ccc(C(=O)N(c2ccccc2)c2ccccc2)cc1	0.0%	0.0%
87	NC(=O)C1CCN(c2ncnc(-c3ccc4c(c3)OCCCO4)n2)CC1	9.7%	0.0%
88	COc1ccc(/C=C/c2cnccn2)cc1OC	?	-7.4%
89	C=CCn1c(SCCC)nc2ccccc2c1=O	?	?
90	O=C(Nc1ccccn1)c1sc2ccccc2c1Cl	0.0%	-9.3%
91	Cc1cc2ccccc2c[n+]1C	?	11.4%
92	COc1ccc(N2C(=O)c3ccccc3NC2c2ccc(OC)c(COc3ccc(NC(C)=O)cc3)c2)cc1 (configuration not stated)	-8.8%	-1.1%
93	Brc1cccc[n+]1CCC[n+]1ccccc1Br	?	-10.5%
94	CN(C)c1ccc(/C=C/c2ccnc3ccccc23)cc1[N+](=O)[O-]	18.5%	?
95	CN(C)c1ccc(/C=C/c2cc(=O)[nH]c3ccccc23)cc1	0.0%	-10.0%
96	Cc1nc2ccccc2nc1/C=C/c1ccc(N(C)C)cc1	5.17µM*	?
97	COc1cc2c(NC3CCN(C)CC3)nc(N3CCCN(C)CC3)nc2cc1OCC1CCCNC1 (configuration not stated)	-1.2%	?
98	CN(C)c1ccc(C=C2C(=O)c3ccccc3C2=O)cc1	?	0.0%
99	Cc1nc2ccc(C(=O)OC(C)C(=O)c3c(C)[nH]c4ccccc34)cc2nc1C (configuration not stated)	-0.2%	-9.5%
100	Cc1c(C#N)c(NC(=O)COC(=O)c2cc(Cl)c3c(c2)OCCCO3)n(Cc2ccco2)c1C	-9.7%	-17.2%

Brought forward from above: 2 entries; new compounds follow.
cpd	SMILES	KB-3-1 tox	KB-V1 cytotox
99	Cc1nc2ccc(C(=O)OC(C)C(=O)c3c(C)[nH]c4ccccc34)cc2nc1C (configuration not stated)	-0.2%	-9.5%
100	Cc1c(C#N)c(NC(=O)COC(=O)c2cc(Cl)c3c(c2)OCCCO3)n(Cc2ccco2)c1C	-9.7%	-17.2%
101	COC(=O)[C@@H]1N2C(=O)[C@@H](NC(=O)C(C)Oc3ccccc3)[C@H]2SC1(C)C (some centres not stated)	8.2%	-11.2%
102	Cc1ccc(Cl)cc1NS(=O)(=O)c1cc2c(cc1Cl)CCC(=O)N2	0.0%	0.0%
103	O=C(NCc1ccccc1)Nc1nnc(-c2ccncc2)s1	-9.3%	0.0%
104	CCN(CC)c1ccc(/C=C/c2c(C)cnc3ccccc23)cc1	?	?
105	CC(=O)Nc1cccc(C(=O)OCC(=O)NC(=O)C2CCCCC2)c1	12.6%	1.6%
106	Nc1nc(=S)[nH]c(N)c1N	13.9%	-2.0%
107	O=C(c1cnn2c1NC(=C1CC1)C=C2C(F)F)N1CCc2ccccc2C1	0.0%	7.8%
108	Cc1c(P(=O)(c2ccccc2)c2ccccc2)c2ccccc2n1C	0.0%	0.0%
109	CN(C)c1ccc(/C=C/c2c3ccccc3cc[n+]2[O-])cc1	0.0%	0.0%
110	Cc1ccc(-c2nc(-c3cc4cc(Cl)ccc4oc3=O)sc2C)cc1	?	0.0%
111	CC1=C(C(=O)OCc2ccccc2)N2C(=O)[C@@H](NC(=O)OCc3ccccc3)[C@H]2SC1	-4.5%	?
112	CCCS(=O)(=O)c1ncc(Cl)c(C(=O)Nc2sc3c(c2C(=O)NCC)CCCC3)n1	?	4.4%

Taken from above.
For KB-V1 cytotox, `Cc1ccc(-c2nnc(SCCC(=O)Nc3ccccc3)n2C)cc1` shows -1.5%
For KB-V1 cytotox, `O=C(NCc1ccccc1)Nc1nnc(-c2ccncc2)s1` shows 0.0%
For KB-3-1 tox, `O=C(Nc1ccccc1)c1nc(S(=O)(=O)Cc2ccccc2F)ncc1Cl` shows -15.2%
For KB-V1 cytotox, `C(=Nc1cnc2ccccc2c1)c1cccnc1` shows 0.0%
For KB-V1 cytotox, `c1cc2c3c(c1)CCCN3CCC2` shows 1.7%
